AmpC inh no detg: blocks E. coli AmpC beta-lactamase in detergent-free assay; P00811; AID 485341; actives 0.52% (n = 330,000); Potency, µM (titrated, usually from 57.1 µM), for the others: at the top dose activity change, negative = inhibition, usual class: inhibitors; AmpC nitrocefin hydrolysis, absorbance 480 nm, 0.0001% Triton;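 also: potency is read from the fitted curve at half-maximal effect; plate controls were no compound for no effect and no enzyme for full effect; nearly all actives have a fitted effect of over 20% in size; some results filed as inactive show a strong effect at the top dose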
Target sequence (P00811 whole entry, looked up): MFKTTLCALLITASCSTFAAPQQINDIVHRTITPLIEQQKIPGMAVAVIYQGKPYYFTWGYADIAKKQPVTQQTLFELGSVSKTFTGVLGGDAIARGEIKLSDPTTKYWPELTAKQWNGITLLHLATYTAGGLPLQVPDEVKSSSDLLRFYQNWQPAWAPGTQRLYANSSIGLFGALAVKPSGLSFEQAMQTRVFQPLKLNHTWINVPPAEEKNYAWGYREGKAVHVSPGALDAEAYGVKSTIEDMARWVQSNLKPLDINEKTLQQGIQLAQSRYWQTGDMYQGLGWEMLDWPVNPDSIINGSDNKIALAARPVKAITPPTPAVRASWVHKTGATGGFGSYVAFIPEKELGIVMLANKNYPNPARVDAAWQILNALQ
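AmpC (5.3 nM in the dispensed reagent) in 20 mM phosphate pH 7.0 with 0.01% (detergent screen) or 0.0001% Triton X-100 was preincubated with compounds for 15 min at room temperature. Nitrocefin was then added from an 800 uM solution, and hydrolysis was followed at 480 nm.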
HCV inhibitor: blocks hepatitis C virus | actives 3.4% (n = 340,000) | Huh7.5.1 HCVcc-Cre infection, luciferase reporter, 44 h | Potency, µM (titrated, usually from 41.8 µM), inactives show top-dose activity change, negative = inhibition, hits mostly inhibitors; also: potency is read from the fitted curve at half-maximal effect
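Cells seeded at 1,000/well and cultured 4 h, then compounds added followed by HCVcc-Cre virus (~0.5 moi). After 44 h further culture, luciferase substrate was added, plates held 15 min at room temperature, and luminescence read for 15 sec.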
AmpC detergent: blocks E. coli AmpC beta-lactamase in detergent assay; AID 485294; AmpC hydrolysis of nitrocefin, absorbance 480 nm, 0.01% Triton; Potency, µM (top dose mostly 114 µM), for inactives: at the highest dose activity change, negative = inhibition, hits mostly inhibitors; actives 0.041% (n = 370,000); P00811;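 also: potency is read from the fitted curve at half-maximal effect; 0% = no-compound wells and -100% = no-enzyme wells; nearly all actives have a fitted effect of over 25% in size; some results filed as inactive show a strong effect at the top dose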
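20 mM phosphate pH 7.0 + 0.01% (detergent screen) or 0.0001% Triton X-100; 5.3 nM AmpC reagent; cpd preinc 15 min RT; nitrocefin (800 uM stock) to start; A480 q20 s × 4 min; Activity was normalised to no-enzyme and no-compound control wells.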
HCMV antiviral: blocks human cytomegalovirus replication; activity change, negative = inhibition, % at 57.5 µM; actives 4.5% (n = 410,000); HFF cells, HCMV-luciferase reporter, 72 h; stronger effect = lower value; AID 1259415; in the data active = activity change below about -60%; inconclusive = no clear call, values can overlap the other calls; inactive = above about -39%
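Compounds were evaluated in HFFs infected with an HCMV luciferase reporter virus (MOI 1 PFU/cell). Luciferase in lysates collected 72 h post infection served as the replication measure.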
Giardia FBPA inh: blocks Giardia fructose-bisphosphate aldolase activity; actives 0.71% (n = 290,000); purified Giardia FBPA; A8B2U2; Potency, µM (top dose mostly 59.6 µM), without a hit: top-dose activity, negative = inhibition, usual class: inhibitors; also: potency is read from the fitted curve at half-maximal effect; nearly all actives have a fitted effect of over 55% in size
Target sequence (A8B2U2 whole entry, looked up): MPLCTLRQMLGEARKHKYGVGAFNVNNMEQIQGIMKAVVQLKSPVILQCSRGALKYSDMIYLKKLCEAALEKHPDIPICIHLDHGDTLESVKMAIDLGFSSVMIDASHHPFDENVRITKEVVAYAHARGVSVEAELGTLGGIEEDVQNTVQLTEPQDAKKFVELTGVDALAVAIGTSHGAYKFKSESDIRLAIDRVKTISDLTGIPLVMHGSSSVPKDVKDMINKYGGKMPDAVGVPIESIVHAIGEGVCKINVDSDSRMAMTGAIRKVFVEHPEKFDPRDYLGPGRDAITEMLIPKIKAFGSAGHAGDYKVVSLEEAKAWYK
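40 nM FBPA preincubated 10 min at RT with compound (up to 57.5 uM final), then substrate plus GAPDH/TPI/NAD/arsenate coupling and diaphorase/resazurin added. Fluorescence read after 20 min at RT, 525/598 nm.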
Sm TGR inh: blocks Schistosoma mansoni thioredoxin glutathione reductase; purified TGR, DTNB reduction, TNB absorbance 405 nm; Potency, µM (series often up to 114 µM), without a hit: at the highest dose activity change, negative = inhibition, hits mostly inhibitors; actives 3% (n = 360,000); also: potency is read from the fitted curve at half-maximal effect; nearly all actives have a fitted effect of over 60% in size
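Kinetic colorimetric format: TGR-catalysed, NADPH-driven DTNB reduction monitored via TNB absorbance. Enzyme dispensed at 20 nM; compound exposure 15 min at room temperature before reaction start.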
* = called active by the depositor; u = inconclusive; x = no result given; & = joins results of further samples; ! = not active in a repeat; [ ] = another dose, or the depositor's remark. Unless noted, calls follow the shape of the dose curve; as a rule, active = well fitted curve in the direction sought with a large enough effect; inconclusive = small, poorly fitted or top-dose-only effect, or another doubt; inactive = no such curve, though single readings can be large; an effect the other way counts as inactive or inconclusive. Unless noted, % is scaled to controls: 0 for no effect and ±100 for the full control effect.

SMILES	AmpC inh no detg	HCV inhibitor	AmpC detergent	HCMV antiviral	Giardia FBPA inh	Sm TGR inh
CCc1ccccc1NC(=O)C(=O)NCCCN1CCOCC1	x	x	-7%	-5	x	1%
CCOC(=O)C(=O)Nc1ccccc1C#N	-6%	21%	3%	-2	-2%	0%
N#CCSc1nc2ccc(N3CCCCC3)cc2c(=O)n1Cc1ccccc1	-26%	u	-13%	9	-24%	u
Nc1nnc(CC(=O)N/N=C/c2ccccc2OCc2ccccc2F)s1	-11%	1%	5%	-28	1%	7%
COc1ccccc1/C=C/C(=O)NC(=S)NC(C)C	-27%	-13%	-3%	-31	-7%	u
Cn1c(Cn2c(=O)sc3ccccc32)nnc1SCC(=O)Nc1cccc(F)c1	-43%	-7%	-10%	5	0%	-6%
Cc1ccc(F)cc1NC(=O)C1CCN(c2cnccn2)CC1	-10%	u	-11%	-17	0%	-4%
COc1cccc(CNCCSc2nnnn2C)c1	2%	9%	-5%	24	-27%	-9%
CN1CCCC(OC(=O)c2ccc(Cl)cc2)C1 (configuration not stated)	1%	6%	-7%	43	-3%	12%
S=C(Nc1ccccc1Cl)N(Cc1cccnc1)Cc1ccco1	-23%	-16%	3%	-22	4%	-1%
Cc1ccc(Cl)cc1N(CC(=O)NC1CCCC1)C(=O)c1csnn1	-9%	-9%	-11%	-15	8%	-1%
CCCCn1c(=O)c(C=Nc2ccc(Cl)cc2)c(O)n(Cc2ccco2)c1=O	-26%	7%	-14%	27	4%	1%
COc1ccc(NC(=O)c2csc(C)c2)cc1OC	-3%	8%	-3%	16	9%	0%
Cc1ccc(NC(=S)NC2CCCCC2)cc1S(=O)(=O)N(C)C	-26%	u	-7%	u	-27%	-33%
Cc1ccc(-c2nnn(CC(=O)N3CCN(c4ccccc4)CC3)n2)o1	-3%	11%	u	14	8%	2%
CN(CC1COCCO1)C(=O)c1cc(COc2c(F)cccc2F)on1 (configuration not stated)	331%[activator]	8%	0%	55	4%	-13%
CCC(=O)N1CCN(c2ccccc2NC(=O)COc2cccc(C)c2)CC1	50%	u	-12%	u	1%	0%
Cc1nc2ccc(NC(=O)c3oc4ccc(F)cc4c3C)cc2s1	-4%	-4%	-1%	x	x	0%
COc1ccc(-n2ncc(C(=O)NCc3ccccc3)c2C2CCN(C(=O)OC(C)(C)C)CC2)cc1	x	x	1%	u	x	-3%
Cc1ccc(C(=O)c2cn(Cc3ccc(Cl)cc3)c3nc(C)ccc3c2=O)cc1	-17%	x	u	-39	x	-18%
O=C(Nc1ccc(Cl)c(Cl)c1)C1CCN(C(=O)c2ccco2)CC1	16%	1%	5%	-37	x	5%
COc1ccc(N(CC(=O)NC2CCCC2)C(=O)CCC(=O)Nc2cc(C)on2)cc1OC	20%	13%	1%	15	3%	12%
CC(C)(C)OC(=O)NCCCCCc1nnc(SCC(N)=O)o1	-15%	6%	-12%	68	-1%	u
O=C(CCCOc1ccccc1)NC(=S)Nc1ccccc1	-24%	-5%	9%	37	-3%	x
CCN(C(=O)COC(=O)c1ccc(OC)c(S(=O)(=O)N(C)Cc2ccccc2)c1)C1CCS(=O)(=O)C1 (configuration not stated)	142%[activator]	7%	u	-12	x	-7%
CCOC(=O)C(Cc1ccc(NC(C)=O)cc1)N1C(=O)c2ccccc2C1=O (configuration not stated)	-1%	-7%	-4%	-11	x	-7%
Cc1c(NC(=O)C2CCCCN2S(=O)(=O)c2ccc(Cl)cc2)c(=O)n(-c2ccccc2)n1C (configuration not stated)	-1%	13%&2%	u	u	4%	-11%
COc1ccc(CNC(=O)COC(=O)c2ccc(F)c(S(=O)(=O)N3CCOCC3)c2)cc1	41%	20%	x	-1	x	x
CCCCNC(=O)Cn1c(=O)cc(C)c2c(C)nn(-c3ccc(CC)cc3)c21	x	x	22%	26	x	4%
CCN1/C(=C2/SC(=S)N(NC(C)=O)C2=O)Sc2ccc(OC)cc21	-36%	u	-16%	4	-26%	-19%
O=C(NCCCO)C(=O)NCCc1ccc(Cl)cc1	-18%	-13%	-5%	-8	3%	0%
COc1cc(-c2onc3ccc(Br)cc23)cc(OC)c1OC	-10%	u	3%	44	-26%	u
CC(C)(C)NC(=O)CN1CCCN(C(=O)c2cccc(S(=O)(=O)N3CCc4ccccc43)c2)CC1	145%[activator]	-13%	-13%	-29	x	-22%
O=C(CNc1ccc2c(c1)OCO2)N/N=C\c1cn(Cc2ccc(F)cc2)c2ccccc12	-38%	-13%	-15%	x	-29%	u
CC1C=CCC2C(=O)N(c3cccc(C(=O)Nc4ccc(F)cc4)c3)C(=O)C12 (configuration not stated)	-22%	-6%	u	5	-6%	1%
Cc1ccc(NC(=O)COC(=O)CCn2c(C)csc2=O)cc1S(=O)(=O)N1CCOCC1	20%	5%	-18%	-31	x	-10%
NC1=NC[C@H](Cc2ccccc2)N1CCc1cccc(F)c1	-21%	13%	4%	9	-13%	9%
Cn1c(O)c(C=NC2CCN(Cc3ccccc3)CC2)c(=O)[nH]c1=O	-25%	11%	1%	u	0%	4%
O=C(CN(C(=O)CCC(=O)Nc1nccs1)c1ccccc1F)NCc1ccccc1	-17%	12%	0%	-10	-8%	-3%
Cc1cc(=O)n2[nH]c(NCc3ccc(F)cc3)nc2n1	x	x	-7%	10	x	-1%

Profiles as entered above. Values in the order: AmpC inh no detg, HCV inhibitor, AmpC detergent, HCMV antiviral, Giardia FBPA inh, Sm TGR inh
CCCCNC(=O)Cn1c(=O)cc(C)c2c(C)nn(-c3ccc(CC)cc3)c21 in the list: x, x, 22%, 26, x, 4%
CCOC(=O)C(Cc1ccc(NC(C)=O)cc1)N1C(=O)c2ccccc2C1=O (configuration not stated) in the list: -1%, -7%, -4%, -11, x, -7%
O=C(NCCCO)C(=O)NCCc1ccc(Cl)cc1 in the list: -18%, -13%, -5%, -8, 3%, 0%
COc1cc(-c2onc3ccc(Br)cc23)cc(OC)c1OC in the list: -10%, u, 3%, 44, -26%, u
CC(C)(C)NC(=O)CN1CCCN(C(=O)c2cccc(S(=O)(=O)N3CCc4ccccc43)c2)CC1 in the list: 145%[activator], -13%, -13%, -29, x, -22%

Additional results follow:
SMILES	AmpC inh no detg	HCV inhibitor	AmpC detergent	HCMV antiviral	Giardia FBPA inh	Sm TGR inh
Cc1cccc(NC(=O)Cn2c(=O)oc3ccccc32)c1	-11%	10%	2%	53	4%	-14%
CN1CCN(S(=O)(=O)c2ccc(Oc3ccc(F)c(Cl)c3)nc2)CC1	12%	-16%	3%	-33	7%	-5%
N#Cc1ccc(NC(=S)NC(=O)C2CCCCC2)cc1	-29%	19%	x	-8	x	x
CC(=O)Nc1ccc(NC(=O)CSc2nnc(-c3ccco3)n2Cc2ccco2)cc1	-9%	23%	-3%	u	4%	-18%
Cc1cccn2c(=O)c3cc(C#N)c(=N)n(CCN4CCOCC4)c3nc12	-7%	11%	-9%	x	-1%	-11%
O=C(NCc1cccc(Cl)c1)NC(=O)c1csc([N+](=O)[O-])c1	-10%	22%	7%	10	1%	-4%
O=S(=O)(Nc1nc2ccccc2nc1Cl)c1ccccc1C(F)(F)F	7%	16%	u	3	u	-14%
COc1cccc(-c2cc(C(F)(F)F)n3ncc(S(=O)(=O)c4ccccc4)c3n2)c1	-27%	16%	0%	-3	2%	-24%
CC(=O)Oc1ccc2c(=O)oc(-c3ccccc3)nc2c1	-32%	3%	-13%	27	13%	-2%
COc1ccc(CN(C)CCc2ccccn2)c(OC)c1OC	-9%	0%	-1%	-20	u	7%
COc1ccc(NC(=O)c2c(NC(=O)c3ccncc3)sc3c2CCC(C(C)(C)C)C3)cc1 (configuration not stated)	x	x	2%	-38	x	0%
Cc1cc(C)c(C)c(OCC(O)CN2CCN(c3ccccn3)CC2)c1 (configuration not stated)	68%[activator]	-5%	-4%	-13	u	-20%
CCc1ccc(C(=O)N/N=C/c2ccc(Cl)cc2Cl)nc1	-20%	-19%	-13%	x	0%	1%
COc1cccc(N2CCN(C(=O)C3CCCN(S(=O)(=O)c4ccc5c(c4)oc(=O)n5C)C3)CC2)c1 (configuration not stated)	31%	13µM*	-6%&8%	-79*!	-12%	-18%&3%
C1CC2NCCC3NCCC(N1)N32 (configuration not stated)	-1%	-2%	-2%	21	1%	-18%
Cc1ccc(-c2nnn(CCC(=O)Nc3ccc4c(c3)OCO4)n2)cc1	3%	-6%	2%	-24	6%	8%
COc1ccc(N(CC(=O)Nc2cccnc2)S(=O)(=O)c2ccccc2)cc1OC	2%	-2%	3%	11	6%	0%
COC(=O)COc1ccc(C2NC(=O)NC(c3ccccc3)=C2C(C)=O)cc1OC (configuration not stated)	-6%	8%	-8%	16	-4%	9%
O=C(NC(=S)Nn1cnc2c(cnn2-c2ccccc2)c1=O)c1ccc(Oc2ccccc2)cc1	-44%	u	-1%	16	9%	-12%
Cc1ccsc1C(=O)C1CCCN(Cc2cccn2-c2ccccn2)C1 (configuration not stated)	2%	-23%	5%	-66*	1%	-14%
COc1ccccc1-c1ccc(=O)n(CC(=O)NC(C)(C)C)n1	-9%	-1%	-2%	16	3%	0%
CCN(CC)C(=O)Cn1cnc2sc(C(=O)Nc3cc(OC)c(OC)c(OC)c3)c(C)c2c1=O	140%[activator]	-8%	-9%	2	1%	-1%
CCC(C)Nc1nc(N)c([N+](=O)[O-])c(N2CCCCCC2)n1 (configuration not stated)	-26%	u	-2%	-36	3%	3%
COc1ccc(S(=O)(=O)N2CCc3ccccc32)cc1C(=O)N(CC(C)C)C1CCS(=O)(=O)C1 (configuration not stated)	221%[activator]	5%	-3%	17	x	-2%
COc1ccc(OC)c(S(=O)(=O)NCC(c2ccc(F)cc2)N2CCN(C)CC2)c1 (configuration not stated)	15%	u	u	-37	x	0%
CC(C)Cc1nc(C(N)=O)c2[nH]c(=O)n(-c3ccc(F)cc3)c2n1	-8%	12%	u	13	-4%	0%
Cc1nn(-c2cccc(C(=O)O)c2)c(C)c1[N+](=O)[O-]	-4%	12%	3%	-10	2%	0%
CCc1nnc(NC(=O)c2cc3ccccc3oc2=O)s1	-13%	18%	2%	-13	1%	5%
CC1CCN(c2nc(-c3ccc(F)cc3)cc(C(F)(F)F)n2)CC1	-20%	-15%	3%	6	0%	9%
CCN(C(=O)c1ccc2c(=O)n3c(nc2c1)CCCCC3)c1cc(OC)ccc1OC	100%[activator]	-12%	-12%	-15	-1%	-16%
CNS(=O)(=O)c1cccc(C(=O)OCC(=O)/C=C2/N(C)c3ccccc3C2(C)C)c1	-11%	u	15%	u	-11%	4%
CCn1nc(C(=O)Nc2nc(-c3ccccn3)cs2)c2ccccc2c1=O	3%	u	5%	-10	x	-7%
CNC(C)C(=O)NC(C(=O)N1CCCC1C(=O)NC1CCCc2ccccc21)C(C)C (configuration not stated)	1%	41%[activator]	4%	0	x	u
COC(=O)c1cc2oc3ccccc3c2n1Cc1ccc(C)cc1	x	x	0%	-30	x	5%
CCNC(=S)N1CCN(S(=O)(=O)c2ccc(Cl)s2)CC1	-14%	u	x	-4	x	x
COc1ccc2ncc(OC(C)=O)cc2c1	-7%	5%	-10%	31	-2%	-6%

Screening data from PubChem.
